# Screening results: PubChem BioAssay, several laboratories
# M4 ag = human M4 muscarinic receptor agonists, primary screen, CHO-K1 cells, Fluo-8 calcium fluorescence | Muscarinic acetylcholine receptor M4 (Homo sapiens), P08173 | CHO-K1 hM4/Gqi5; vehicle 0%, full acetylcholine response 100% | activation, % at 3 µM | hit rate 0.14% among 360,000 | AID 624127, 2012;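 active means activation above the run mean over all test wells plus 3 SD, cut at about 32% in these data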;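 further: peak over basal fluorescence ratio per well then scaled between controls; 0% = DMSO wells and 100% = acetylcholine at EC100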
# Target sequence (P08173 whole entry, looked up): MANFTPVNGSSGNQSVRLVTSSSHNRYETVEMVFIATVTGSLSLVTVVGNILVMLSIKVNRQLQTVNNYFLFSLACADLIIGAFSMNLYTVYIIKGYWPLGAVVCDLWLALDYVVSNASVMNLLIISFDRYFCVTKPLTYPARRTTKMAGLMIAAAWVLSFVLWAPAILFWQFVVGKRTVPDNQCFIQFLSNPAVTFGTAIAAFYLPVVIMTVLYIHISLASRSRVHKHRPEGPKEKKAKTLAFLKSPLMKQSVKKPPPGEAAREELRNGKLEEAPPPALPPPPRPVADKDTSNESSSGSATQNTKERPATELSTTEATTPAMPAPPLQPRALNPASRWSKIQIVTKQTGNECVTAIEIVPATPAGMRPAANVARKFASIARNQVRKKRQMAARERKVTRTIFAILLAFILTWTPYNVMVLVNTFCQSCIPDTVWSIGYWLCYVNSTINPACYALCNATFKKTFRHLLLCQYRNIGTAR
# CHRM5 antagonist = human M5 muscarinic receptor antagonists, primary screen, CHO cells, Fluo-8 calcium fluorescence | Muscarinic acetylcholine receptor M5 (Homo sapiens), P08912 | CHO-hM5 cells, ACh EC80 | inhibition, % at 3 µM | hit rate 0.59% among 360,000 | AID 624040, 2012;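 active means inhibition above a per-plate cutoff, the mean of that plate's test compounds plus 3 SD, cut at about 27% in these data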;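 further: 0% = acetylcholine EC80 with DMSO and 100% = DMSO without agonist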
# Target sequence (P08912 whole entry, looked up): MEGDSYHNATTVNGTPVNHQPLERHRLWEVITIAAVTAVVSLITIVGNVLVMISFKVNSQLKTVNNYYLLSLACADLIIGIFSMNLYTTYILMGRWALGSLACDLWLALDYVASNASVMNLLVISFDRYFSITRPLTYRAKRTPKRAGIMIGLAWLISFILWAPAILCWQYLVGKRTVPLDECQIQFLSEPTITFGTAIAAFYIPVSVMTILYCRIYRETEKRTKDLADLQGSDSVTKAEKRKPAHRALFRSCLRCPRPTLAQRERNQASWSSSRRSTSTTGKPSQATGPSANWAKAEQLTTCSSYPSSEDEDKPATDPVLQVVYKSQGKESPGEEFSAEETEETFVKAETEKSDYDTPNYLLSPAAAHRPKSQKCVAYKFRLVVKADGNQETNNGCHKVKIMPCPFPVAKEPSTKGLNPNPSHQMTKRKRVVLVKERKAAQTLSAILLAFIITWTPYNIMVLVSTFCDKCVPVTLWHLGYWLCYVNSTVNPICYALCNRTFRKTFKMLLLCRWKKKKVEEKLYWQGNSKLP
# CHRM4 antagonist = human M4 muscarinic receptor antagonists, primary screen, CHO cells, Fluo-8 calcium fluorescence; Muscarinic acetylcholine receptor M4 (Homo sapiens), P08173; hit rate 0.73% among 360,000; CHO-hM4 cells, ACh EC80; inhibition, % at 3 µM;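 active means inhibition above its plate's cutoff, the mean inhibition of sample wells plus 3 SD, cut at about 27% in these data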;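 further: 0% = acetylcholine EC80 with DMSO and 100% = DMSO without agonist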
# M5 ag = human M5 muscarinic receptor agonists, primary screen, CHO-K1 cells, Fluo-8 calcium fluorescence; Muscarinic acetylcholine receptor M5 (Homo sapiens), P08912; CHO-K1 hM5 cells; 0% DMSO wells, 100% maximal acetylcholine response; activation, % at 3 µM; hit rate 0.19% among 360,000;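 active means activation above the run's mean over test compounds plus 3 SD, cut at about 23% in these data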;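 further: signal is peak over basal fluorescence ratio across the kinetic read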
# CHRM1 PAM = human M1 muscarinic receptor positive allosteric modulators, primary screen, CHO-K1 cells, Fluo-8 calcium fluorescence, 1536-well; AID 588819, 2011; hit rate 0.088% among 360,000; activation, % at 3 µM; Muscarinic acetylcholine receptor M1 (Homo sapiens), P11229; CHO-K1 hM1, ACh EC20; 0% = ACh EC20, 100% = maximal ACh; in the data active means activation above about 19%, passing the limit was not always enough
# CRFBP-R2 agonist = agonists of CRF-BP/CRF-R2 complex, primary screen, cell-based, HEK293, calcium dye fluorescence, uHTS; calcium dye fluorescence (FLIPR); percent of saturating CRF peptide response; hit rate 0.46% among 350,000; AID 588473, 2011; CRF-binding protein / CRF receptor 2 complex (human); activation, % at 13.2 µM;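 active means activation of at least 50%, plus an integration ratio under a set limit after plate pattern correction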;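 further: plate controls were neutral control wells without compound for no effect and CRF at EC100 for full effect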
# CHRM4 PAM = human M4 muscarinic receptor positive allosteric modulators, primary screen, CHO-K1 cells, Fluo-8 calcium fluorescence; hit rate 0.4% among 360,000; CHO-K1 hM4/Gqi5, ACh EC20; 0% = ACh EC20, 100% = maximal ACh; activation, % at 3 µM; AID 624126, 2012;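 active means activation above its plate's cutoff, the mean activation of sample wells plus 3 SD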; further: some results filed as inactive read as strong as hits
# CRFR2-BP antag = antagonists of CRF-BP/CRF-R2 complex, primary screen, cell-based, HEK293, calcium dye fluorescence, uHTS. inhibition, % at 11.8 µM. hit rate 0.59% among 350,000. CRF-induced calcium fluorescence;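 active means inhibition of the ligand-induced calcium signal above about 50% at the single tested concentration, limit read from the data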
# M5 PAM = human M5 muscarinic receptor positive allosteric modulators, primary screen, CHO-K1 cells, Fluo-8 calcium fluorescence; CHO-K1 hM5, ACh EC20 PAM; 0% = ACh EC20, 100% = ACh EC100; hit rate 0.3% among 360,000; activation, % at 3 µM; AID 624038, 2012;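 active means activation above the run cutoff, the mean activation of all test compounds plus 3 SD, cut at about 18% in these data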
#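 Test system: CHO-K1 hM5 cells / Doses: single-point, 3 µM nominal / Times: Post-acetylcholine fluorescence recording 140 s / Technique: Fluo-8 calcium fluorescence / Measure: Max/basal fluorescence ratio as % of EC20–EC100 ACh window / Benchmarks: low control EC20 acetylcholine (0%), high control EC100 acetylcholine (100%) / Replicates: one well per compound, no replicates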
# An asterisk follows results filed as active; x = no result given.
no.	molecule	M4 ag	CHRM5 antagonist	CHRM4 antagonist	M5 ag	CHRM1 PAM	CRFBP-R2 agonist	CHRM4 PAM	CRFR2-BP antag	M5 PAM
1	CCOC(=O)C1(CCOc2ccccc2)CCN(Cc2ccc3nonc3c2)CC1	2	2	-5	-7	-10	0.9	-9	0	0
2	Nc1ccc(Sc2ccc([N+](=O)[O-])cc2)cc1	0	-3	1	-6	6	1.5	0	41	-3
3	COc1ccc(-c2nnc(SCC(=O)NC(=O)NCc3ccco3)o2)cc1	0	4	6	1	3	0.2	-1	10	-1
4	COc1ccc(N(CC(=O)NCCc2ccccc2)C(=O)c2csnn2)cc1OC	0	2	-1	0	0	-0.6	4	15	2
5	O=C(NC(Cc1ccccc1)C(=O)NC1CC1)OCc1ccccc1 (stereo not drawn)	0	10	-8	7	0	-0.6	3	0	10
6	COc1ccccc1Oc1ccc(NC(=O)Cc2ccccc2)cc1	1	4	1	-5	10	-3.3	-1	4	6
7	CS(=O)(=O)N(Cc1ccccc1)c1ccc(C(=O)NCCSCc2ccco2)cc1	4	-2	10	2	8	-0.5	10	5	4
8	Cc1ccc(Cl)cc1-n1c(=O)cc(N2CC(C)OC(C)C2)[nH]c1=O (stereo not drawn)	1	-7	-8	2	-3	-1.7	11	10	5
9	CCOC(=O)N1CCN(C(=O)C[C@@H]2C[C@@]3(C(=O)OC)CC(C)(C)CC=C3N(Cc3ccccc3)C2=O)CC1	6	-4	-7	1	x	x	6	x	5
10	Cc1cccc(N2CCN(S(=O)(=O)c3c(C(=O)N4CCCCC4)c(C)n(C)c3C)CC2)c1C	8	6	-1	1	-7	0.2	-5	3	-10
11	COCCCNC(=O)CCCn1c(=O)c2ccccc2n(CC(=O)Nc2c(C)cccc2C)c1=O	0	0	-7	-4	6	-1.5	4	-1	0
12	CCCCCCNc1nc(-c2ccc(OC)cc2)c(CCC(=O)O)s1	1	-5	-5	-3	9	5.1	-2	-2	5
13	Cc1ccccc1NC(=O)c1ccccc1NS(=O)(=O)c1cccc2cccnc12	1	-2	-4	-4	6	0.3	2	12	-6
14	CCCOc1ccc(Cc2nc(N)nc(N)n2)cc1	2	-3	-1	4	-2	-0.7	-4	-6	-3
15	NS(=O)(=O)c1cccc(NC(=O)c2ccc3nc[nH]c3c2)c1	1	3	1	-3	1	1.7	-1	-3	-1
16	CCN1C(=O)N[C@@H](c2ccco2)C(C(=O)OC)=C1C	2	-4	-11	0	7	-0.7	11	9	15
17	CCCCNC(=O)O[C@H]1C[C@@H]2CCN3C(=O)CCC[C@H]([C@H]1CC)[C@H]23	2	1	-2	4	12	-0.6	16	-7	2
18	CCOC(=O)C1Cc2ccccc2CN1 (stereo not drawn)	0	-1	-4	-2	6	-0.3	10	-13	2
19	COc1cccc(C(=O)Nc2ccc3nc4n(c(=O)c3c2)CCCCC4)c1	5	1	-9	1	6	-0.7	5	19	-6
20	COc1ccc(CNC(=O)Cn2nnc3ccccc3c2=O)cc1	1	0	10	-2	7	0.2	-16	9	5
21	Oc1ccc(-c2nnc(SCc3ccccc3)o2)cc1	0	4	9	5	7	-1.2	-5	29	4
22	Cc1csc(SCC(=O)NC(C)c2ccccc2)n1 (stereo not drawn)	2	1	3	0	4	-1.3	5	3	2
23	Cc1cc(C)n(-c2ccc3nnc(C)n3n2)n1	1	1	-8	1	3	-1.0	9	-12	4
24	CCCCNC(=O)CCn1c(=O)c2ccccc2n(CC(=O)NCCc2ccc(OC)c(OC)c2)c1=O	0	6	0	-1	14	2.7	7	-1	5
25	CCOc1ccccc1C(=O)NC(C(=O)Nc1cccnc1)C(C)C (stereo not drawn)	1	2	-12	-3	9	-1.1	0	-3	-6
26	N#Cc1c(N2CCOCC2)nc(N)c2c(N)nc3c(c12)CC(CCl)O3 (stereo not drawn)	3	11	2	-4	2	-1.4	-6	5	-5
27	CCNC(=S)Nc1ccc(OCc2nc3ccccc3s2)cc1	2	-1	-1	-19	-9	1.1	-6	-10	-5
28	CCOC(=O)C1=C(C)OC(N)=C(C#N)C1c1cc(Cl)c(OCC(N)=O)c(OC)c1 (stereo not drawn)	1	-3	-1	-3	9	-1.4	5	-12	8
29	CCC1Cc2c(nc(N)c3c(N)nc(N4CCOCC4)c(C#N)c23)O1 (stereo not drawn)	1	-3	-24	-2	3	-3.0	-4	8	3
30	Cc1cc(C)c2cc3c(ccn3C3OC[C@H](O)[C@H](O)[C@H]3O)cc2n1 (stereo partly drawn)	0	4	-1	2	2	1.7	-2	-8	-3

# An excerpt of these results, with the structure last:
No.	M4 ag	CHRM5 antagonist	CHRM4 antagonist	M5 ag	CHRM1 PAM	CRFBP-R2 agonist	CHRM4 PAM	CRFR2-BP antag	M5 PAM	mol
15	1	3	1	-3	1	1.7	-1	-3	-1	NS(=O)(=O)c1cccc(NC(=O)c2ccc3nc[nH]c3c2)c1
27	2	-1	-1	-19	-9	1.1	-6	-10	-5	CCNC(=S)Nc1ccc(OCc2nc3ccccc3s2)cc1

# Additional structures
no.	molecule	M4 ag	CHRM5 antagonist	CHRM4 antagonist	M5 ag	CHRM1 PAM	CRFBP-R2 agonist	CHRM4 PAM	CRFR2-BP antag	M5 PAM
31	CS(=O)(=O)c1ccc(-c2cc(NC=O)c3ncc(-c4ccc(F)cc4)n3c2)cc1	3	2	4	1	0	x	-1	x	-4
32	COc1ccc(OC)c(NC(=O)CSc2nncc(=O)n2N)c1	1	-4	-6	-2	10	0.7	4	-20	-2
33	O=C(O)C1(Cc2nc3ccccc3[nH]2)CCCC1	0	11	-4	-2	9	0.8	-2	2	-2
34	Cc1ccccc1N1C(=O)CSC1=C(C#N)C#N	4	7	-2	0	5	-0.5	2	-6	1
35	O=C(NCc1ccco1)Nc1ccc2snnc2c1	5	-3	8	3	8	1.3	15	-6	-3
36	CCc1nnc(NC(=O)CCC(=O)N2CCN(Cc3ccc(Cl)cc3)CC2)s1	3	-6	7	0	-5	-1.3	0	-22	3
37	CC(C)NC(=O)CSCc1cccc(Br)c1	-1	0	8	-1	1	0.2	0	2	4
38	COCCNC(=O)c1c(CSc2ccc(Cl)cc2)noc1C(=O)NCc1ccccc1	0	4	-8	0	4	0.8	13	12	9
39	Cc1cc(C)nc(SCC(=O)c2ccc(F)cc2F)n1	0	5	-6	-1	4	0.9	1	17	-2
40	COC(=O)NNC(=O)CCCOc1ccc(Cl)cc1Cl	1	4	14	0	-7	0.9	-6	-7	-4
41	COc1cc(/C=C(/NC(C)=O)C(=O)O)cc(Cl)c1OCc1ccc(Br)cc1	0	2	12	-3	7	-1.1	-3	11	3
42	C#Cc1ccc([C@@H]2C=C(C(=O)N3CCOCC3)O[C@H](OCCCCO)C2)cc1	-1	3	5	6	1	-0.3	-1	-6	-2
43	O=C(CCc1nnc2ccc(NCc3ccco3)nn12)Nc1ccccn1	1	3	4	-4	5	-1.2	6	3	-2
44	Cc1ccc(/C=N/NC(=O)Cc2ccc(Cl)cc2)c(O)c1	0	5	-3	0	3	0.2	-6	-5	-5
45	CCN(C(=O)CSc1nc2ccccc2c(=O)n1C(C)COC)C1CCS(=O)(=O)C1 (stereo not drawn)	3	8	-2	-1	9	-0.1	6	-1	3
46	CCOC(=O)c1cnn(-c2ccccc2)c1NC(=O)CSc1nnc(-c2cccs2)n1CC	4	7	3	2	5	0.1	2	-1	-15
47	CN(C)CCCNc1nc2cc(-c3cccc(C(F)(F)F)c3)sc2c(=O)n1C	2	-2	-3	-2	5	x	7	x	1
48	N=c1c(S(=O)(=O)c2ccc(Cl)cc2)cc2c(=O)n3ccccc3nc2n1Cc1cccnc1	0	-2	-4	-3	6	4.8	-1	10	-1
49	C=CCNC(=O)c1ccccc1NC(=O)c1ccc(Cl)c(S(=O)(=O)Nc2cc(C)ccc2C)c1	2	11	2	0	-20	-0.3	2	-11	-7
50	Cc1ccc(CN2CC(C(=O)N3CCN(c4ccccc4Cl)CC3)CC2=O)cc1 (stereo not drawn)	11	1	-9	1	3	0.2	2	-6	-6
51	O=C(NC1CCSc2ccccc21)c1cccc(Br)c1 (stereo not drawn)	5	-1	1	-7	-3	-3.2	3	9	-1
52	c1ccc(C2c3c(ccc4ccccc34)Oc3ncn4nc(-c5ccco5)nc4c32)cc1 (stereo not drawn)	-1	-1	1	1	3	6.6	-1	-24	3
53	CCOC(=O)C1=C(N)N(c2ccc(N3CCCCC3)cc2)C(=O)C1	2	-3	-3	-3	8	-0.1	8	11	2
54	Cc1ccc(Cl)cc1NC(=O)CCNC(=O)N1CC(=O)Nc2ccccc21	2	-11	-3	-3	4	-0.1	1	-5	10
55	COc1ccc(CC(=O)Nc2ccc(F)c(F)c2F)cc1S(=O)(=O)N1CCOCC1	2	-2	1	4	7	-0.5	1	4	5
56	O=C(CN(c1ccc([N+](=O)[O-])cc1)S(=O)(=O)c1ccccc1)N1CCCCC1	0	14	4	-1	10	-2.9	-3	-6	-2
57	NC(=O)CCC(=O)N1CCCC(C(=O)c2ccc3c4c(cccc24)CC3)C1 (stereo not drawn)	2	-1	-5	0	-3	0.6	-3	-23	0
58	Cc1ccc2[nH]c(C(=O)O)c(NC(=O)CN3CCN(c4cccc(C)c4C)CC3)c2c1	0	-3	1	-2	9	-0.7	9	25	0
59	COc1cc(C(=O)NCC(=O)OCC(=O)Nc2nnc(-c3ccccc3)o2)cc(OC)c1OC	3	0	-8	2	6	-1.1	6	2	2
60	CCn1c(=O)cc(SCC(=O)NCCN2CCN(Cc3ccccc3)CC2)c2ccccc21	1	4	6	-5	-9	0.5	-5	1	-2
61	CC(C)n1nnnc1C1c2ccccc2C(=O)N1CCc1ccc(O)cc1 (stereo not drawn)	4	2	-1	3	x	x	3	x	-4
62	CCOC(=O)c1[nH]c(CSc2nnc(-c3ccc(OC)cc3)o2)c(C(=O)OCC)c1C	0	-1	-2	-3	8	14	-5	-20	3
63	CN1CCN(S(=O)(=O)c2ccc(NC(=S)NC(=O)c3ccc(Cl)cc3)cc2)CC1	9	4	-8	-3	-10	-2.3	-1	-5	-5
64	CC1(C)CC(=O)c2cnc(NC(=O)C3CCCC3)nc2C1	1	6	7	-2	-3	0.1	10	-10	-4
65	O=C1CC(c2ccco2)Sc2nc3ccccc3n21 (stereo not drawn)	1	4	0	3	6	0.7	4	15	7
66	Cc1nc(N2CCOCC2)nc(Oc2ccccc2)c1[N+](=O)[O-]	-2	-7	3	4	2	-3.8	-11	-20	7
67	CCCCC[C@@H](C)N1C[C@H](COCc2ccccc2)Oc2cc(N3CC[C@@H](O)C3)ccc2S1(=O)=O	0	-6	-25	-3	x	x	18	x	0
68	Cn1c(-c2cccc([N+](=O)[O-])c2)cnc1NCc1ccc(C#N)cc1	3	2	-3	-9	-6	-2.1	-8	5	13
69	O=C(NCC1CCCO1)C1CCN(S(=O)(=O)c2cccnc2)CC1 (stereo not drawn)	0	-10	9	-2	3	1.0	10	12	-3
70	Brc1ccccc1C1CC(c2ccccc2)=Nc2ccccc2N1 (stereo not drawn)	-2	6	-5	-4	0	1.2	1	-37	-1
